All columns: NCI-60 one-dose screen, growth in % after 48 h at 10 µM unless noted; 100 = growth as untreated, 0 = no growth, -100 = all killed.
HL-60(TB): HL-60(TB) leukemia cells | AID 1794776 | hit rate 9% among 78,000; active means growth percent below 10
Numbers without * were called inactive; & = joins results of further samples; [ ] = remark or other dose. An excerpt. The share of hits here may be higher or lower than overall.

compound | HL-60(TB)
O=c1[nH]c(=S)[nH]c(=O)n1Cc1ccc2c(c1)OCO2 | 102.3
CN(Cc1ccccc1)c1nc(Cl)c(C2CC(c3ccc(F)cc3)=NN2c2ccccc2)s1 (stereo not drawn) | 103.5
Cc1ccc(NC(=O)c2c(Nc3ccccc3)nn3cc(-c4nc5ccccc5s4)c(N)nc23)cc1 | 99.0
COc1ccc(-c2nc(SCC(=O)c3ccccc3)[nH]c(=O)c2C#N)cc1 | 99.3
O=C(C[n+]1ccncc1)c1ccc(I)cc1 | 89.5
NC(Cc1ccccc1Cl)c1nn[nH]n1 (stereo not drawn) | 95.3
CC(C)CCC(C)(C)O | 99.4
CCOC(=O)c1ccc(N/C=C/C(=O)c2ccc(OC)cc2)cc1 | 93.1

Carrying on:
compound | HL-60(TB)
COC(=O)c1cc(N)nn1C | 85.8
CNC(=O)c1cc(-n2ccc3cc(NS(=O)(=O)c4ccc(Cl)c(Cl)c4)ccc32)ccn1 | 97.1
O=C1/C(=C\c2ccccc2)C(Br)c2ccccc21 (stereo not drawn) | 98.7
CSc1nc2ccc(NC(=O)C3CC4(NC(=O)NC4=O)c4cc(F)ccc4O3)cc2[nH]1 (stereo not drawn) | 103.4
CCNC(=O)OCCOC1CCC2(C)C(CCC3C2CCC2(C)C(C(C)CCCC(C)C)CCC32)C1 (stereo not drawn) | 101.7
C#CCO[C@H]1CC(CC#C)(CC#C)C(=O)[C@@H]2[C@H]1[C@H]1C[C@@H]3[C@@]4(C)CCC[C@@](C)(C(=O)OC)[C@@H]4CC[C@@]23C=C1C(C)C | 54.8
O=[N+]([O-])c1cccc(OCCOc2ccccc2)c1 | 94.9
O=C1CC(c2ccc3c(c2)OCO3)c2snc(-c3ccc(F)cc3)c2N1 (stereo not drawn) | 74.7

(further entries)
compound | HL-60(TB)
C[C@@H]1O[C@@H](O[C@@H]2C[C@H](c3ccc4c(c3O)C(=O)C3=C(C4=O)[C@@]4(O)C(=O)C[C@](C)(O)C[C@@]4(O)C=C3)O[C@H](C)[C@H]2O)CC[C@@H]1O[C@H]1C[C@@H](O)[C@H](O)[C@@H](C)O1 | 99.4
COc1cc(-c2oc(=O)ccc2C#Cc2nccn2C)cc(OC)c1OC | 87.4
CCCCCCCCCCOc1cc2c(=O)c(C(=O)OCC)c[nH]c2cc1OCC | 100.3&113.4
Nc1nc(Nc2ccccc2)nn1Cc1ccc(F)cc1F | 100.4
O=C(N/N=C/c1ccc(B(O)O)o1)c1[nH]c2ccc(Br)cc2c1-c1ccccc1 | -29.3*
CC1(C)OC(=O)C2=C(Nc3c(-c4nc5ccccc5s4)c(Nc4ccccc4)nn3C2c2ccc(Cl)cc2Cl)O1 (stereo not drawn) | 87.8
O=C1NN(C(=O)c2ccc(O)cc2)C(c2ccccc2)=N/C1=C/c1ccoc1 | 94.4
COc1cc(C=O)ccc1OC(C)=O | 105.3

Structures above that contain a furan ring, fused or not (2):
compound | HL-60(TB)
O=C(N/N=C/c1ccc(B(O)O)o1)c1[nH]c2ccc(Br)cc2c1-c1ccccc1 | -29.3*
O=C1NN(C(=O)c2ccc(O)cc2)C(c2ccccc2)=N/C1=C/c1ccoc1 | 94.4

The listing continues:
compound | HL-60(TB)
Brc1cc2ccccc2c2ccccc12 | 82.0
Cc1ccc(-c2csc(NC(=O)CSc3nc(-c4ccc(Cl)cc4)c(C#N)c(=O)[nH]3)n2)cc1 | 94.7
CC(=O)C12OC(C)(C)OC1CC1C3CCC4=CC(=O)CC4(C)C3CCC12C (stereo not drawn) | 89.1
c1ccc(N2CCN(c3ccccc3)C2=C2N(c3ccccc3)CCN2c2ccccc2)cc1 | 136.8
CC(=O)NC1CCCCC1 | 86.6
O=C1C(=O)N(CN2CCN(c3cc(=O)[nH]c4ccc(F)cc34)CC2)c2ccccc21 | 103.1
Cn1cc(-c2nonc2-c2c[nH]c3ccccc23)c2ccccc21 | 1.0*
COc1ccc(C(=O)Nc2ccccc2OC)cc1 | 54.9

(further entries)
compound | HL-60(TB)
COc1ccc(/C=N/Nc2ccccc2)cc1 | 47.2
O=S(=O)(c1cccc2ncccc12)N1CCN(c2nccc(-c3c(-c4cccc(F)c4)nc4sccn34)n2)CC1 | 78.4
CCOC(=O)C1=C(N)Oc2n[nH]c(C)c2C1c1cc(=O)oc2ccc(C)cc12 (stereo not drawn) | 100.0
C=C(C(N)=O)c1cc(Cl)ccc1Cl | 95.9
CCOC(=S)SSC(Cl)(Cl)Cl | 94.7
Nc1cccc(Br)c1 | 83.8
Cc1ccc(N=Nc2ccc(O)c(C)c2)cc1 | 48.2
C/C(=N\N=C(/C)c1cccc([N+](=O)[O-])c1)c1cccc([N+](=O)[O-])c1 | 125.4

The results go on.
compound | HL-60(TB)
COc1ccc2c(=O)c(C)c(C(=O)N[C@@H](Cc3ccccc3)C(=O)C(N)=O)oc2c1 | 87.5
COc1cc(-c2c(-c3ccccc3)[nH]oc(=O)c2=O)c(OC)c2c1OCO2 | 98.7
O=C(c1ccc[nH]1)C(Cl)(Cl)Cl | 101.4
C=C(C)[C@@H]1CC[C@]2(C(=O)O)CC[C@]3(C)[C@H](CC[C@@H]4[C@@]5(C)CC[C@H](OC(=O)c6ccccc6C(=O)O)C(C)(C)[C@@H]5CC[C@]43C)[C@@H]12 | 91.7
CCC(=O)c1ccc(O)c(OC)c1 | 102.4
O=C(/C=C/c1ccc(F)cc1)c1nc2ccccc2n1Cc1ccc(Br)cc1 | -21.8*
Cc1cc(C(=O)N2Cc3ccccc3CC2C(N)=O)c(F)cc1F (stereo not drawn) | 111.9[50 µM]
COc1ccc(/C=N/NC(=O)COc2cc(=O)n(C)c3ccccc23)cc1 | 97.6

In the list so far, these contain two or more sulfur atoms:
compound | HL-60(TB)
Cc1ccc(-c2csc(NC(=O)CSc3nc(-c4ccc(Cl)cc4)c(C#N)c(=O)[nH]3)n2)cc1 | 94.7
O=S(=O)(c1cccc2ncccc12)N1CCN(c2nccc(-c3c(-c4cccc(F)c4)nc4sccn34)n2)CC1 | 78.4
CCOC(=S)SSC(Cl)(Cl)Cl | 94.7

Following part:
compound | HL-60(TB)
CC(C)(C)Nc1c(-c2cccnc2)nc2ncccn12 | 96.5
O=C1CCC2CN3CCc4c([nH]c5ccccc45)C3CC2C1 (stereo not drawn) | 112.6
COc1nccnc1NS(=O)(=O)c1ccc(NC2=C(Cl)C(=O)c3nc(C)ccc3C2=O)cc1 | 100.1
Nc1cccc2c(=S)c3ccccc3[nH]c12 | 107.4
CC(C(=O)O)N1C(=O)/C(=C/c2ccc(O)c(O)c2)SC1=S (stereo not drawn) | 103.0
CCCCn1c(=O)c(C(=O)NCc2ccccc2Cl)c(O)c2ccccc21 | 60.7
CC1=NN(c2nc(-c3c(O)cc(C)oc3=O)cs2)C(=O)/C1=C\c1ccc(C)cc1 | 92.5
O=C(NO)/C(CC(=O)c1ccccc1O)=N\O | 112.2

Next section
compound | HL-60(TB)
CC(C)c1ncc(CO)n1Cc1c(Cl)cccc1Cl | 98.7
Nc1nnc2nc(CC(=O)c3ccccc3)c(CC(=O)c3ccccc3)nn12 | 196.6
CCCCCCCCCCCC(=O)OCCc1ccccc1 | 105.4
CN1CCN(c2nc(-c3cnc4ccccc4n3)cc3ccccc23)CC1 | -36.2*
N#CCc1nnc(NC(=O)c2ccc(-n3c(=O)[nH]c4ccccc4c3=O)cc2)s1 | 86.0
O=C(Cc1ccccc1)Nc1ccccc1 | 93.0
C=CCN(CCOC(=O)c1ccc([N+](=O)[O-])cc1)CCOC(=O)c1ccc([N+](=O)[O-])cc1 | 88.1
CCCCNC(c1ccc(N(CC)CC)cc1)C(Cl)(Cl)Cl (stereo not drawn) | 97.4

(further entries)
compound | HL-60(TB)
CSC(=Nc1ccc([N+](=O)[O-])cc1C#N)NC(=O)c1ccccc1 | 96.4
CCCCCC(=O)OCCC | 82.5
COc1cc(-c2nc(Nc3nc4ccccc4s3)[nH]c(=O)c2C#N)cc(OC)c1O | 98.0
CC(C)=NNc1ncnc2c1ncn2C1OC(CO)C(O)C1O (stereo not drawn) | 6.6*
N#C/C(=C\c1cn(-c2ccccc2)nc1-c1ccccc1)c1nc2ccccc2c(=O)[nH]1 | 85.6
COc1ccc2c(c1)c(/C=N/Nc1ccnc3cc(Cl)ccc13)cn2C | -52.2*
O=C1Nc2ccccc2/C1=N/N1C(=O)CN(c2ccccc2)C1=S | 82.7
CN(C)C=C(S(C)(=O)=O)S(C)(=O)=O | 147.6

Remaining list, next part:
compound | HL-60(TB)
O=C1NC(=O)C(=Cc2cn(C[C@H](O)Cn3c4ccccc4c(=O)c4ccccc43)c3ccccc23)C(=O)N1 | 100.2
O[C@@H]1CCO[C@H](c2ccc3ccccc3c2)C1 | 102.0
Cc1ccc(Nc2ncnc3c2cnn3-c2cccc(Br)c2)cc1 | 116.2
C/C(=N/O)c1ccc(N2C(=O)c3ccc(C)cc3C2=O)cc1 | 95.8
CC1CCC(C(C)CS)CC1S (stereo not drawn) | 84.9
O=C1c2c(O)cccc2C(Br)c2cccc(O)c21 | 101.1
Cc1cc(C(=O)Nc2cc(Nc3ncccc3-c3ncnc4nc[nH]c34)ccc2F)cc(C(C)(C)C#N)c1 | 26.4
FC(F)(F)c1ccc(/C=C/c2cc(/C=C/c3ccc(Cl)cc3Cl)nc3ccccc23)cc1 | 104.6

Continuation.
compound | HL-60(TB)
CNCCC(Oc1ccc(C(F)(F)F)cc1)c1ccccc1 (stereo not drawn) | 114.3
CC12C=CC(=O)C=C1CCC1C2CCC2(C)C(C(=O)CO)CCC12 (stereo not drawn) | 102.2
N#C/C(=C\c1ccc2c(c1)OCO2)c1nc(N)nc(Nc2ccc(S(N)(=O)=O)cc2)n1 | 94.7
COC(=O)[C@]12CCC(C)(C)C[C@H]1C1=CC[C@@H]3[C@@]4(C)C/C(=C/c5ccncc5)C(=O)C(C)(C)[C@@H]4CC[C@@]3(C)[C@]1(C)CC2 | 32.3
Nc1cc(=O)[nH]c(SCC(=O)Nc2nc(-c3ccccc3)cs2)n1 | 90.8
COc1ccc2oc(=O)cc(Cn3cc(Cn4cnc5c4c(=O)n(C)c(=O)n5C)nn3)c2c1 | 107.4
CN1C(=O)C2(SCC(C(=O)NC(C)(C)C)N2C(=O)C2CCCCC2)c2cc(F)ccc21 (stereo not drawn) | 71.4
COc1ccc(Cn2cc(COc3ccc4c5ccnc(C)c5n(CCCc5ccccc5)c4c3)nn2)cc1 | -55.7*

Five entries drawn at random from the list so far, as already listed:
compound | HL-60(TB)
FC(F)(F)c1ccc(/C=C/c2cc(/C=C/c3ccc(Cl)cc3Cl)nc3ccccc23)cc1 | 104.6
CN1CCN(c2nc(-c3cnc4ccccc4n3)cc3ccccc23)CC1 | -36.2*
CCCCn1c(=O)c(C(=O)NCc2ccccc2Cl)c(O)c2ccccc21 | 60.7
CCC(=O)c1ccc(O)c(OC)c1 | 102.4
COc1nccnc1NS(=O)(=O)c1ccc(NC2=C(Cl)C(=O)c3nc(C)ccc3C2=O)cc1 | 100.1

(listing goes on)
compound | HL-60(TB)
COc1ccc(Cn2cc3c(c2-c2cc(OC)c(OC)c(OC)c2)CCCc2cnoc2-3)cc1N | -9.8*
C/C(=N\NC(=O)c1ccc(S(N)(=O)=O)cc1)c1cc2cc(Br)ccc2oc1=O | 116.4
O=C1OCCN1N1CCOC1=O | 104.4
COc1ccc(C2CC(=O)Nc3c(-c4ccc(F)cc4)nsc32)cc1 (stereo not drawn) | 90.1
C=CCOc1nc(N)nc(N)n1 | 139.2
CC/C(=N\Nc1nc2ccccc2n1C)c1ccccn1 | -29.4*
COc1cc(/C=C/c2nc3ccccc3nc2NNC(=O)Nc2cccc(Cl)c2)ccc1O | 95.3
Cc1c(Cc2ccccc2)c(=O)oc2c(C)c(OCC(=O)n3nc(C#N)cc3N)ccc12 | 100.6

Carrying on:
compound | HL-60(TB)
COc1cc2c(cc1OC)-c1c3c(cc4c1[C@@H](C2)N(C)CC4)OCO3 | 32.5
CCn1ncc2c(NNS(=O)(=O)c3ccccc3)ncnc21 | 96.6
O=C(/C=C/C12c3ccccc3C(c3ccccc31)C1C(=O)N(c3ccccc3)C(=O)C12)c1ccc(Cl)cc1 (stereo not drawn) | 10.7
CC[C@@H]1NC(=O)[C@@H]2CCCCN2C(=O)[C@@H]2CCCN2C(=O)[C@@H](NC(=O)[C@H](Cc2cc(F)cc(F)c2)NC(=O)Nc2ccc(C3CC3)cc2F)[C@H](C)OC(=O)[C@@H]2C[C@@H](C)CN2C1=O | 5.7*
Cc1ccc2c(c1)C(O)(CC(=O)c1cc3ccccc3oc1=O)C(=O)N2 (stereo not drawn) | 93.9
CC(O)C(NC(=O)OCc1ccccc1)C(=O)NCC(=O)NCC(=O)OCc1ccccc1 (stereo not drawn) | 105.2
O=C(CN1CCN(c2cc3c(cc2F)c(=O)c(C(=O)O)cn3C2CC2)CC1)N/N=C/c1cccnc1 | 92.5
CC(=O)c1ccc(NC(=O)CSc2nnc(-c3cc(-c4ccc(S(C)(=O)=O)cc4)nc4ccccc34)n2-c2ccccc2)cc1 | 98.8

Other entries follow:
compound | HL-60(TB)
O=C(Nc1cc(C(F)(F)F)cc(C(F)(F)F)c1)Nc1cc(F)c(F)cc1C(=O)O | 102.6
O=C(/C=C/c1cccnc1)c1ccccc1 | 89.8
C#CCOc1c(OC)cc(C(=O)/C(C)=C/c2cccc(N=[N+]=[N-])c2)cc1OC | 1.2*
Cc1nc2ccccc2c(=O)n1-c1ccc2c(c1)nc(C)n2Cc1ccccc1 | 88.8
Nc1ccc(NC(=O)c2cc(Cl)ccc2O)c(Cl)c1 | 97.2&86.4
Cc1cc(-c2ccccc2)n[nH]1 | 61.1
COC1OC(C)(C(OC)OC)CCC1C (stereo not drawn) | 102.8
OCCN(CCO)c1ccc2c(c1)Cc1ccccc1-2 | 95.4

The results go on:
compound | HL-60(TB)
CC(C)C[C@H](NC(=O)CNC(=O)C[C@H]1O[C@@H]2OC3(C)CC[C@H]4[C@H](C)CC[C@@H]([C@H]1C)[C@@]24OO3)B(O)O | 0.9*
N#CC1=C(N)Oc2cc(N)ccc2C1c1ccc(F)cc1 (stereo not drawn) | 88.9
NC(N)=N/N=C/Cc1ccccc1 | 59.5
CC(=O)Nc1cccc(CC(=S)N2CCOCC2)c1 | 108.5
